RNase H inhibition = RNase H inhibition, HIV 1 Gag Pol polyprotein, FRET biochemical assay, screening (AID 372) | hit rate 0.77% among 100,000 | HIV-1 RT RNase H, FRET RNA/DNA substrate fluorescence; higher % means a stronger effect | inhibition, % at 10 µM; hits with a dose series show IC50 in µM; in the data active = inhibition above about 50%
Numbers without * were called inactive. Only part of the results is shown; count on the stated rates, not on these rows.

Start of the listing, in advance, 3 compounds:
SMILES | RNase H inhibition
O=C(N/N=C/c1ccc(-c2cccc([N+](=O)[O-])c2)o1)/C(=C/c1ccc([N+](=O)[O-])cc1)NC(=O)c1ccccc1 | 21%
COc1ccc(N2C(=O)C(Cl)=C(Nc3ccc(Cl)c(Cl)c3)C2=O)cc1 | 23%
CCOc1cc(/C=N/NS(=O)(=O)c2ccc(C)cc2)cc(Br)c1O | 20%

This part in full, repeating the preview:
SMILES | RNase H inhibition
O=C(N/N=C/c1ccc(-c2cccc([N+](=O)[O-])c2)o1)/C(=C/c1ccc([N+](=O)[O-])cc1)NC(=O)c1ccccc1 | 21%
COc1ccc(N2C(=O)C(Cl)=C(Nc3ccc(Cl)c(Cl)c3)C2=O)cc1 | 23%
CCOc1cc(/C=N/NS(=O)(=O)c2ccc(C)cc2)cc(Br)c1O | 20%
CCC1(C)CC(CCN)(c2ccc(OC)cc2)CCO1 (stereo not given) | 19%
COc1ccc(-c2cc(C(F)(F)F)n3ncc(C(=O)Nc4cc(Cl)ccc4O)c3n2)cc1OC | 4%
CCc1ccc(C2C(C#N)=C(SCC=C(C)C)NC(C)=C2C(C)=O)cc1 (stereo not given) | 4%
CC(NC(=O)/C=C/c1ccc2c(c1)OCO2)c1ccccc1 (stereo not given) | 15%
COc1cc(C(=O)N2CCC(Cc3ccccc3)CC2)cc(OC)c1OC | 5%
c1ccc(CCSc2ncnc3nc[nH]c23)cc1 | 2%
CC(C)(C)c1cc(C(=S)NC2CCCCC2)cc(C(C)(C)C)c1O | 8%
Cc1ccc(-c2cc(NC(=O)c3ccc(Cl)cc3)n[nH]2)cc1 | 9%
N/C(=N\OC(=O)c1ccco1)c1ccccc1 | 15%
C=C(C)[C@@H]1CC=C(CN2CCN(c3cccc(C(F)(F)F)c3)CC2)CC1 | 10%
CN(C)c1ccc(C=Nc2ccc3nc(-c4ccccc4)[nH]c3c2)cc1 | 9%
Cc1ccc(C2(C)CC(C)(C)N(C(=O)/C=C/c3ccccc3)c3ccc(C(c4ccccc4)(c4ccccc4)c4ccccc4)cc32)cc1 (stereo not given) | 9%
O=C(CSCc1ccccc1Cl)N/N=C/c1ccc2c3c(cccc13)CC2 | 21%
COc1cccc(/C=N\NC(=O)CN2CCN(Cc3ccccc3)CC2)c1O | 11%
COc1ccc2nc(C)c(CCC(C)=O)c(Cl)c2c1 | 7%
CC(=O)c1cccc(Nc2nc(-c3sc(NC(=O)c4ccccc4)nc3C)cs2)c1 | 10%
CC1(C)C(c2ccc(Cl)cc2)=[N+]([O-])C(C)(C)N1O | 29%
Cc1ccc(-n2c(SCC(=O)Nc3ccccc3)nc(O)c(Cc3ccccc3)c2=O)cc1 | 7%
CCOc1ccc(N(CC(=O)Nc2cccc(Cl)c2)S(=O)(=O)c2ccc(SC)cc2)cc1 | 4%
O=C1c2ccccc2C(=O)N1CN1CCN(Cc2ccccc2)CC1 | 6%
Cc1ccc(-n2c(=S)[nH]c3sc4c(c3c2=O)CCN(Cc2ccccc2)C4)cc1 | 19%
C/C(=N/NC(=O)c1ccc([N+](=O)[O-])cc1)c1cccs1 | 1%
Cc1ccc(-n2c(C)cc(/C=c3\sc4nc5ccccc5n4c3=O)c2C)cc1C | 30%
Cc1cc(C)c(OCC(=O)Nc2ccc(F)cc2)c(C)c1 | 0%
CN1C(=O)CC(N2CCN(C(c3ccccc3)c3ccccc3)CC2)C1=O (stereo not given) | 1%
COc1ccc(OC)c(N2C(=O)C3C4C=CC(CC4)C3C2=O)c1 (stereo not given) | 3%
Cc1cccc(OCC(=O)NNC(=O)COc2cc(C)c(Cl)c(C)c2)c1 | 0%
O=C(COc1ccc(Br)cc1Cl)NCc1ccc(F)cc1 | 11%
O=C(O)CCC(=O)N1N=C(c2ccc(Br)cc2)CC1c1ccc(Br)cc1 (stereo not given) | 10%
CCCCN=Cc1sc2ccc(OCC)cc2c1O | 16%
COc1ccc(-c2cc(C(F)(F)F)n3nc(C(=O)N4CCN(C)CC4)c(Cl)c3n2)cc1 | 10%
CCn1c2ccccc2c2cc(NC(=O)c3ccc(OC)cc3OC)ccc21 | 7%
CC1=NN(C(=O)c2ccc(Cl)cc2)C(O)(c2ccccc2)C1 (stereo not given) | 12%
Clc1ccc(OCCCn2ccnc2)c2ccccc12 | 15%
O=C(COc1ccc(Cl)cc1Cl)N=Nc1c(O)[nH]c2ccccc12 | 17%
Clc1cccc(CN2CCN(Cc3cccnc3)CC2)c1 | 5%
CC1=C(C(=O)OCCc2ccccc2)C2(O)C(=O)c3ccccc3C2(O)N1 (stereo not given) | 1%
CC1=C(C(=O)OCC2CCCO2)C(c2cc3c(cc2Br)OCO3)C2=C(CC(C)(C)CC2=O)N1 (stereo not given) | 7%
CCOC(=O)C1=C(C)N=c2s/c(=C\c3ccc4c(c3)OCO4)c(=O)n2C1c1ccc(OC)cc1 (stereo not given) | 13%
CCn1cc(/C=C(/C#N)C(=O)Nc2ccc(OC)cc2)c2ccccc21 | 22%
Cc1ccc(CC2S/C(=N\N=C\c3ccco3)NC2=O)cc1 (stereo not given) | 0%
COc1ccc(S(=O)(=O)N(CC(=O)NCc2ccncc2)c2ccc(C)cc2)cc1OC | 11%
O=C(CSc1nnc(-c2ccc(Cl)cc2Cl)o1)NC1CCCCC1 | 8%
CCOC(=O)c1c(NC(=O)CN2CCCCC2)sc2c1CCC(C)C2 (stereo not given) | 9%
CN(C)c1ccc(P(=O)(c2ccc(N(C)C)cc2)c2ccc(N(C)C)cc2)cc1 | 4%
CCOC(=O)C1=C(C)NC(C)=C(C(=O)OC)C1c1ccc([N+](=O)[O-])cc1 (stereo not given) | 16%
O=C1NC(=S)N(c2ccccc2F)C(=O)/C1=C/c1cc(Br)ccc1O | 12%
Remaining list, next part
SMILES | RNase H inhibition
CCCCNCCCCOc1cccc(OC)c1 | 4%
COc1ccc(/C=C2\N=C(c3cc(OC)c(OC)c(OC)c3)OC2=O)c(OC)c1 | 8%
O=C(O)CCC(=O)Nc1ccc(NC(=O)CCC(=O)O)cc1 | 6%
Cc1cc(C)nc(Nc2nc(C)c3cc(C)c(C)cc3n2)n1 | 8%
Cc1c(C(=O)Nc2ccc(Cl)cn2)cccc1[N+](=O)[O-] | 3%
CC(=O)c1ccccc1NC(=O)c1ccccc1Br | 0%
COc1ccc2ccccc2c1C1NN=C(c2ccc(C)cc2)S1 (stereo not given) | 14%
CC(=O)Oc1ccc(N(C(C)=O)S(=O)(=O)c2ccc3ccccc3c2)cc1Cl | 16%
CCN(CC)CCCCCCOc1ccc(F)cc1 | 5%
Cc1nc2ccccc2n1CCOc1ccc(Cl)cc1 | 4%

Reformatted as labelled records: two of the compounds above
COc1ccc2ccccc2c1C1NN=C(c2ccc(C)cc2)S1 (stereo not given)
  RNase H inhibition: 14%

CC(=O)Oc1ccc(N(C(C)=O)S(=O)(=O)c2ccc3ccccc3c2)cc1Cl
  RNase H inhibition: 16%

(cont.)
SMILES | RNase H inhibition
O=C(O)c1cccc(N=Nc2c(-c3ccc([N+](=O)[O-])cc3)[nH]n(-c3ccccc3)c2=O)c1 | 24%
COc1ccc(/C(C)=N/NC(=O)c2cc(-c3ccccc3)n[nH]2)cc1OC | 5%
N#C/C(=C\c1ccc(-c2ccc(C(=O)O)cc2)o1)C(=O)Nc1ccc(F)cc1 | 13%
Cc1ccccc1N1C(=O)NC(=O)/C(=C\c2ccc(Oc3ccc([N+](=O)[O-])cn3)cc2)C1=O | 7%
COc1ccc(COc2ccc3c(-c4ccc(OC)cc4)cc(=O)oc3c2)cc1 | 12%
Cc1cc(/C=C(/C#N)C(=O)NC(C)C)c(C)n1-c1ccc2c(c1)OCO2 | 18%
O=[N+]([O-])c1ccccc1S(=O)(=O)Nc1ccc(S(=O)(=O)Nc2nccs2)cc1 | 21%
Cc1ccc(-n2nc3cc(C)c(NC(=S)NC(=O)c4cccc(Br)c4)cc3n2)cc1 | 42%
O=C(COc1ccccc1[N+](=O)[O-])Nc1ccc2oc(-c3ccc(Cl)cc3)nc2c1 | 29%
COc1ccccc1/C=C1\C(=O)Nc2ccccc21 | 38%

Reprinted from the part before: four compounds, followed by the next part.
SMILES | RNase H inhibition
O=[N+]([O-])c1ccccc1S(=O)(=O)Nc1ccc(S(=O)(=O)Nc2nccs2)cc1 | 21%
Cc1ccc(-n2nc3cc(C)c(NC(=S)NC(=O)c4cccc(Br)c4)cc3n2)cc1 | 42%
O=C(COc1ccccc1[N+](=O)[O-])Nc1ccc2oc(-c3ccc(Cl)cc3)nc2c1 | 29%
COc1ccccc1/C=C1\C(=O)Nc2ccccc21 | 38%
CCOP(=O)(OCC)C(Nc1cccc(C(F)(F)F)c1)c1ccc(C)cc1 (stereo not given) | 9%
O=[N+]([O-])c1ccc(CSCCc2ccccn2)cc1 | 8%
CN(C)C(=O)c1c(NC(=O)c2ccccc2)sc2c1CCC2 | 8%
CCc1nc(SCC(=O)c2ccc(O)cc2O)n[nH]1 | 1%
CCCCOc1ccc(S(=O)(=O)N2CCCCCC2)cc1 | 7%
CC1=C(C(=O)Nc2ccccc2Cl)C(c2ccc(C)cc2)NC(=S)N1 (stereo not given) | 6%
Cc1ccc(OCC(=O)NC(C)C)cc1 | 1%
O=C(Nc1c(-c2ccccc2)nc2sccn12)c1ccc(Cl)cc1 | 11%
COc1ccc(-c2csc(Nc3ccc(C(=O)O)cc3)n2)cc1OC | 1%
CSc1ccc(/C=N/Nc2nc(Nc3ccccc3)nc(N3CCOCC3)n2)cc1 | 13%
COc1ccc(/C=C2/SC(=O)N(CC(=O)Nc3cc(C)on3)C2=O)cc1OC | 10%
CC(=O)Oc1ccc2c(=O)c(-c3ccccc3Cl)c(C(F)(F)F)oc2c1C | 5%
COc1ccc(C2CC(=O)C3=C(C2)Nc2ccccc2NC3c2ccccc2OC(C)C)cc1 (stereo not given) | 21%
CC(=O)c1cccc(-c2ccc(/C=C3\C(=O)NC(=O)C(C#N)=C3C)o2)c1 | 43%
COc1ccc(NC2=CC(=O)CC(C)(C)C2)c(OC)c1 | 0%
Cc1cccc(N(CC(=O)NCCSc2ccccn2)S(=O)(=O)c2ccccc2)c1 | 4%
O=C(Nc1ccc(NC(=O)c2cc(Br)ccc2Cl)cc1)c1cccc(Cl)c1 | 14%
COc1ccc(NC(=O)C2=C(C)NC(=O)NC2c2ccc(C)cc2)cc1 (stereo not given) | 6%
O=C(CNC(=O)c1ccc(Cl)cc1Cl)OCC(=O)c1ccc(Br)cc1 | 13%
COc1cc(/C=C2\SC(=S)N(C)C2=O)cc(Br)c1O | 47%
COc1cc(C)ccc1OCCCOc1c(Cl)cc(C)cc1Cl | 14%
NNc1nc(Nc2ccccc2)nc(N2CCOCC2)n1 | 3%
Cc1c(NC(=O)Nc2ccc(Cl)cc2)c(=O)n(-c2ccccc2)n1C | 0%
Cc1ccc(/C=C/C(=O)Nc2cccc3ccccc23)o1 | 20%
COc1cc(C(C)=O)ccc1OC(=O)c1cc([N+](=O)[O-])cc([N+](=O)[O-])c1 | 2%
COC(=O)C1=C(C)N(C)C(C)=C(C(=O)OC)C1c1ccccn1 | 16%
C=CCN1C(=O)C(Cc2ccccc2)SC1=Nc1ccc(C(=O)O)cc1 (stereo not given) | 25%
CCCCc1cc(=O)oc2cc(OC3CCCCC3=O)ccc12 (stereo not given) | 3%
COc1ccc(/C=C2/SC(=S)N(CCC(=O)N3CCN(C4=NC(=O)/C(=C\c5ccc(C)cc5)S4)CC3)C2=O)cc1 | 23%
Cc1ccc([N+](=O)[O-])cc1N/C=C/C(=O)c1ccco1 | 13%
CC1=NN(c2nc(-c3ccc(Cl)c(Cl)c3)cs2)C(=O)C1C (stereo not given) | 12%
CN(/N=C1\C(=O)Nc2ccccc21)c1ccccc1 | 18%
C/C(=N\NC(=O)c1ccc(N(C)C)cc1)c1ccco1 | 16%
O=C(Cc1ccccc1)N/N=C/c1cc(Br)c(Br)o1 | 16%
O=C(NC1CCCC1)c1ccc([N+](=O)[O-])cc1Cl | 1%
N/C(Cc1ccc([N+](=O)[O-])cc1)=N\OC(=O)COc1ccc(Br)cc1Cl | 7%
Oc1[nH]c2ccccc2c1C=Nc1ccc(Br)cc1 | 4%
O=C(NC1CCCCC1)c1cccc(S(=O)(=O)N2CCOCC2)c1 | 4%
COc1cccc(C2NC(=O)NC(C)=C2C(=O)OCCOC(C)C)c1 (stereo not given) | 14%
O=C1c2ccccc2C(=O)c2c1cccc2N(Cc1ccccc1)C(=O)C(F)(F)F | 9%
COc1ccc(/C=C/C(=O)Nc2ccc([N+](=O)[O-])cc2OC)cc1Br | 8%
COC(=O)/C(=C/c1ccc(F)cc1)NC(=O)c1ccccc1 | 15%
Cc1ccc(S(=O)(=O)C(CC(=O)c2ccccc2)c2ccc(Cl)cc2)cc1 (stereo not given) | 14%
CCc1ccc(/C(=C2/OC(=O)c3ccccc32)[N+](=O)[O-])cc1 | 6%
O=C(Nc1ccc(O)c(-c2nc3ccccc3o2)c1)c1ccc(-c2cccc(Cl)c2)o1 | 29%
N#Cc1ccc(N=Cc2c(O)ccc3ccccc23)cc1 | 32%
O=C(CSC1CC(=O)N(c2cccc(Br)c2)C1=O)Nc1ccc(Cl)cc1 (stereo not given) | 2%
Fc1ccccc1NC(=S)NCCC(c1ccccc1)c1ccccc1 | 15%
CCOc1ccc(C(=O)NC(=S)Nc2ccc(Cl)cc2)cc1[N+](=O)[O-] | 17%
Cc1ccc(-c2ccc(/C=C3/SC(=O)N(C)C3=O)o2)c(Br)c1 | 12%

Part of the list above, comma-delimited:
smiles,RNase H inhibition
CCCCOc1ccc(S(=O)(=O)N2CCCCCC2)cc1,7%
CN(C)C(=O)c1c(NC(=O)c2ccccc2)sc2c1CCC2,8%
Cc1ccc(-n2nc3cc(C)c(NC(=S)NC(=O)c4cccc(Br)c4)cc3n2)cc1,42%
CCC1(C)CC(CCN)(c2ccc(OC)cc2)CCO1 (stereo not given),19%
Cc1ccc(-n2c(SCC(=O)Nc3ccccc3)nc(O)c(Cc3ccccc3)c2=O)cc1,7%
CCOc1cc(/C=N/NS(=O)(=O)c2ccc(C)cc2)cc(Br)c1O,20%
O=C(CNC(=O)c1ccc(Cl)cc1Cl)OCC(=O)c1ccc(Br)cc1,13%

Carrying on.
SMILES | RNase H inhibition
C=CCN1C(=O)/C(=C\c2cc(OC)cc(OC)c2)SC1=S | 17%
CC(=O)N(c1ccccc1)C1CC(=O)N(c2ccccc2)C1=O (stereo not given) | 3%
CC1=C(C(=O)OCc2ccc3c(c2)OCO3)C(c2ccc(Br)cc2)NC(=O)N1 (stereo not given) | 33%
CCCCOc1ccc(C(=O)NCC(=O)OCC(=O)c2ccc([N+](=O)[O-])cc2)cc1 | 7%
O=C(NC(=S)N1CCSCC1)c1ccccc1 | 16%
